Screening data from PubChem BioAssay.
GSK3B inh: blocks human GSK3beta kinase activity; 0.038% of 300,000 active; GST-GSK3beta kinase, ADP-Glo luminescence, 60 min; active compounds read low; AID 2097; activity score (negative = inhibition), % at 10 µM;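 active = more than half of replicate wells score below -50%, meaning over 50% inhibition versus plate controls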;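 note: 0% = median DMSO wells and -100% = median GW8510 positive control wells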
Target sequence (P49841 whole entry, looked up): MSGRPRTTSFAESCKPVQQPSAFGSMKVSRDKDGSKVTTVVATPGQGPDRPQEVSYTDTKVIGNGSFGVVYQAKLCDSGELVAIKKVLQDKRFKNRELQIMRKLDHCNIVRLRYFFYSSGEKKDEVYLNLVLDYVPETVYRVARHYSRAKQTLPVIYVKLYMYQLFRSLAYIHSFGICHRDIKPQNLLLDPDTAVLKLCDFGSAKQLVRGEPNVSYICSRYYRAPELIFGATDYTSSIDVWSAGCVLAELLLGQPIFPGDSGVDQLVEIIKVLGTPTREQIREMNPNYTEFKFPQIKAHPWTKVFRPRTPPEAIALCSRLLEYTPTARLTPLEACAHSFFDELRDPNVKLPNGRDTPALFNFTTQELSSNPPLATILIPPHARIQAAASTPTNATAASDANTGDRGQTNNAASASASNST
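Assay system: GST-tagged human GSK3beta kinase, cell-free; Input: 1.6 ng GSK3beta; Medium: Tris/MgCl2 kinase buffer; Timing: 60 min enzyme reaction, room temperature; Signal: ADP-Glo luminescence quantifying ADP generated by kinase; Evaluation: score relative to plate controls; Benchmarks: DMSO neutral wells and GW8510 at 20 µM as positive.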
HSF1 inh: HSF1 inhibition. 0.77% of 300,000 active. NIH3T3-HGL HSE-luciferase, MG132-induced, luminescence 8 h; active compounds read low. AID 2098. activity change, negative = inhibition, % at 7.5 µM (by protocol);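 active = more than half of replicate wells show activity change below -50%, luminescence cut by over half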;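 note: luciferase reports HSF-1 transcriptional activity via heat shock element; 0% = median of DMSO wells and -100% = zero luminescence signal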
Dyrk1A ADPGlo: Dyrk1A (rat) kinase inhibition. ADP-Glo luminescence, NFATc1 peptide. 0.43% of 310,000 active. inhibition, % at 12.5 µM. Q63470; in the data active = inhibition above about 50%;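 note: plate controls were vehicle with enzyme for no effect and no enzyme for full effect; many of its hits are not listed in these tables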
AI-2 QS mod: modulates the Vibrio harveyi AI-2 quorum sensing system. 0.4% of 300,000 active. AID 2094. activity change, % at 7.5 µM. Vibrio harveyi JMH597 AI-2 luminescence/OD600 ratio, 9 h; active compounds read low; strain lacks LuxN and CqsS sensors; 0 = neutral-control median; in the data active = activity change below about -75%, passing the limit was not always enough;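 note: luminescence divided by OD600 gain over 9 h not by final OD600 alone; inactives centre near 13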
HDAC3 inh: inhibitors of human histone deacetylase 3; inhibition, % at 8.3 µM; O15379; 0.15% of 320,000 active; recombinant HDAC3, fluorogenic peptide/trypsin coupled, fluorescence; in the data active = inhibition above about 26%, passing the limit was not always enough
Target sequence (O15379 whole entry, looked up): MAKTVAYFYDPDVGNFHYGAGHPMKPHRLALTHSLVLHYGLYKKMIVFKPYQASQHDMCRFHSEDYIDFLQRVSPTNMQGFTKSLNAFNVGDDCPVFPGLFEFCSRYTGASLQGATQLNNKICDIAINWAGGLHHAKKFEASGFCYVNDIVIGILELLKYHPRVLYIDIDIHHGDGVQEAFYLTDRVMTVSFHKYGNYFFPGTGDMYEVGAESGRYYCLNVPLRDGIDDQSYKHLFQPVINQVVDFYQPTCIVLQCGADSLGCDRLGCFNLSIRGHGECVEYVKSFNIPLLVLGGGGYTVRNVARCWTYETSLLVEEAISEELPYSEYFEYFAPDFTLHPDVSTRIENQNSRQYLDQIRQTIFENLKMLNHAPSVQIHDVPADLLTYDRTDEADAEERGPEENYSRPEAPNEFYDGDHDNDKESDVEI
PolyA inh: yeast polyadenylation inhibition; S. cerevisiae SKY197-pL101 polyadenylation reporter, beta-gal luminescence; efflux-impaired pdr1/pdr3 knockout yeast; score 100 = 6 SD above DMSO; calls only at 12 µM; 0.02% of 300,000 active; AID 1875;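 active = lowest replicate activity score at least 50, where 100 means six control SD above control mean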;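 note: yeast exposed to compound for 9 h at 30 °C; higher score means more reporter readthrough which indicates perturbed polyadenylation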
HSF1 activator: increases HSF-1 driven luciferase reporter signal. AID 504408. NIH3T3-HGL HSF-1 luciferase reporter, MG132, 8 h; 100% = twice DMSO control signal. 1.7% of 300,000 active. activation, % at 9 µM;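 active = mean replicate activation of at least 50% with a set share of replicates each reaching 50%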;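 note: 0% = median of the neutral control wells and 100% = twice that signal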
HSP90 refold inh: blocks HSP90-mediated luciferase refolding in reticulocyte lysate. Rabbit reticulocyte lysate, luciferase refolding luminescence, 3 h. inhibition, % at 5.6 µM. 0.91% of 290,000 active. AID 1789;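 active = inhibition above the screen-wide mean plus 3 SD, computed separately per campaign, cut at about 16% in these data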;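 note: 0% = DMSO wells and 100% = 60 µM geldanamycin wells; inhibitors lower the luminescence because luciferase stays unfolded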
GSK3A inh: blocks human GSK-3 alpha kinase; ADP-Glo luminescence, 60 min; inhibition, % at 10 µM; AID 2650; 0.1% of 320,000 active; P49840;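 in the data active = inhibition above about 50%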;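 note: GST-tagged GSK-3 alpha with peptide substrate and 25 µM ATP; 0% = DMSO neutral wells and 100% = GW8510 positive control wells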
Platelet DG rel: platelet dense granule release activity; 0.22% of 300,000 active; human platelet-rich plasma, SFLLRN dense granule ATP release, luminescence; inhibition, %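 (compounds screened at 7.5 µM in platelet-rich plasma)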;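 active = mean replicate score, as percent of positive control, at or above 50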
Starred values were filed as active, the others as inactive; i = inactive; . = not tested or not shown.

Dyrk1A ADPGlo | Platelet DG rel | HSF1 inh | HSP90 refold inh | PolyA inh | GSK3B inh | HSF1 activator | AI-2 QS mod | HDAC3 inh | GSK3A inh | molecule
3.4 | 6.9 | 3.9 | 1.2 | i | 4.7 | -2.5 | 9.2 | -5.2 | -2.1 | CC(C)(C)C(=O)Nc1ccccc1N1CCN(C(=O)c2ccc(Cl)cc2)CC1
-2.8 | -3.6 | -1.8 | -3.1 | i | 0.0 | -9.0 | 4.2 | 2.0 | -1.8 | COc1ccccc1NC(=O)c1ccc(NC2=NC3CS(=O)(=O)CC3S2)cc1 (stereo not given)
-5.8 | 3.4 | -0.5 | 0.9 | i | 0.7 | 39.5 | 3.5 | 3.9 | -6.2 | O=C(CN(c1ccc(F)cc1)S(=O)(=O)c1ccc2c(c1)OCCO2)NCc1ccccn1
-0.7 | 7.3 | -9.7 | 7.3 | i | -0.2 | -0.2 | 9.5 | -2.1 | 6.0 | COc1ccc(CCN2C(=O)NC(NS(=O)(=O)c3ccc(NC(C)=O)cc3)(C(F)(F)F)C2=O)cc1OC (stereo not given)
2.1 | -23.2 | -4.2 | 0.3 | i | 1.0 | -2.4 | 18.5 | -4.5 | -3.1 | O=C(NNC(=O)C1CC(c2cccs2)=NO1)Nc1ccccc1 (stereo not given)
1.7 | -3.7 | -7.0 | -0.2 | i | -0.6 | -12.7 | 7.4 | 0.1 | -0.3 | Cc1ccccc1NC(=S)NC(=O)c1cc(-c2ccccc2)nc2ccccc12
-2.9 | -5.6 | 3.6 | -3.5 | i | -7.1 | 1.6 | 51.1 | -3.9 | -3.5 | O=C(O/N=C(/c1ccccc1)c1ccncc1)c1ccccc1[N+](=O)[O-]
0.3 | 3.0 | -1.7 | 1.5 | i | -3.3 | 10.5 | 14.4 | 11.9 | -3.2 | COc1cc(CNC(C)c2ccccc2)cc(Br)c1OCc1ccccc1 (stereo not given)
-5.7 | -31.2 | -3.4 | 2.7 | i | 4.6 | -4.5 | -16.2 | -0.4 | -2.7 | Cc1cccc(N2C(=S)N=C(Nc3c(C)cccc3C)C23CCOC(C)(C)C3)c1 (stereo not given)
6.4 | 30.1 | -1.9 | -2.0 | i | -0.7 | 16.5 | 18.1 | -7.3 | -1.3 | Cc1ccc(C2CC(=O)NC(SCCC(C)C)=C2C#N)cc1 (stereo not given)
0.5 | 6.0 | 2.3 | -4.7 | i | 6.7 | 4.8 | 8.3 | -0.3 | 0.3 | COc1ccc(C(CNC(=O)COc2ccc(Cl)cc2C)N2CCCCC2)cc1 (stereo not given)
-1.1 | 5.2 | -1.9 | 0.8 | i | 1.7 | -3.7 | 11.6 | 0.5 | -0.9 | COc1ccc(OC)c(NC(=O)CSc2nnc(CNC(=O)c3ccco3)o2)c1
-0.5 | -3.8 | 9.3 | -1.2 | i | 1.1 | 12.3 | 4.5 | 2.8 | -1.9 | O=C(c1ccccc1)c1ccccc1NC(=O)C1CCCN1Cc1ccccc1 (stereo not given)
3.6 | -1.1 | 7.1 | -0.3 | i | 4.0 | 9.1 | 40.0 | . | . | C=CCSc1nnc(CSc2nc3sc4c(c3c(=O)[nH]2)CCCC4)n1-c1ccccc1
9.1 | 13.3 | -1.8 | 6.6 | i | 2.4 | -6.0 | 0.0 | 10.8 | 100.8* | CCN(CC)Cc1c(C(=O)N/N=C/c2ccncc2)nnn1-c1nonc1N
20.6 | -1.6 | 18.5 | -5.2 | i | 3.7 | 43.9 | 11.7 | -2.8 | -0.5 | Cn1ncc2cc(NC(=S)NC(=O)c3ccccc3)ccc21
-3.5 | 12.9 | -5.3 | 1.1 | i | 2.4 | -8.5 | 14.4 | 3.5 | -2.1 | Cc1cc(C)c(OCCN(C)Cc2ccccc2)c(Br)c1
-2.6 | 0.9 | -2.1 | 1.5 | i | -0.8 | -7.7 | 14.8 | 8.8 | -3.1 | CCC(C)NC(=O)CN(c1cc(C)cc(C)c1)S(=O)(=O)c1c(C)[nH]c(=O)[nH]c1=O (stereo not given)
-0.4 | -5.0 | 1.0 | -0.8 | . | -10.6 | 6.3 | 3.9 | 0.3 | 0.8 | O=C1c2cccc3cccc(c23)C(=O)N1Cc1ccco1
-5.0 | -3.3 | 14.4 | 1.6 | i | -2.3 | 18.0 | -83.8* | -5.9 | -2.2 | COC(=O)c1ccc(-c2noc(CN3C[C@H]4CC[C@H]3C4)n2)cc1
-2.7 | -7.2 | -2.6 | 2.4 | i | 4.5 | 3.8 | 17.4 | 1.0 | -2.3 | COc1cc(CCN2C(=O)c3cccc4cccc(c34)C2=O)c(S(=O)(=O)NCCO)cc1OC
5.9 | -3.0 | -9.5 | -0.2 | i | 1.9 | -5.7 | 8.4 | -2.1 | -0.4 | Cc1cc2nc(SCC(=O)N(C)C)c3c(c2cc1C)CCCC3
0.1 | -1.9 | 7.4 | -0.5 | i | -2.2 | 10.8 | 10.6 | -3.8 | -3.8 | O=C(c1cccs1)N1CCN(c2ccc(Cl)cc2)CC1
-4.0 | 13.2 | 1.5 | 1.7 | i | -3.9 | 21.8 | 21.0 | -2.7 | -2.4 | NC(=O)CCC(NS(=O)(=O)c1ccc(Cl)cc1)C(=O)NCC1CCCCC1 (stereo not given)

Shown as a hit in AI-2 QS mod (from the list above):
Dyrk1A ADPGlo | Platelet DG rel | HSF1 inh | HSP90 refold inh | PolyA inh | GSK3B inh | HSF1 activator | AI-2 QS mod | HDAC3 inh | GSK3A inh | molecule
-5.0 | -3.3 | 14.4 | 1.6 | i | -2.3 | 18.0 | -83.8* | -5.9 | -2.2 | COC(=O)c1ccc(-c2noc(CN3C[C@H]4CC[C@H]3C4)n2)cc1

One compound at a time (already shown). Order of screens: Dyrk1A ADPGlo, Platelet DG rel, HSF1 inh, HSP90 refold inh, PolyA inh, GSK3B inh, HSF1 activator, AI-2 QS mod, HDAC3 inh, GSK3A inh
O=C(c1cccs1)N1CCN(c2ccc(Cl)cc2)CC1 as listed: 0.1, -1.9, 7.4, -0.5, i, -2.2, 10.8, 10.6, -3.8, -3.8
O=C1c2cccc3cccc(c23)C(=O)N1Cc1ccco1 as listed: -0.4, -5.0, 1.0, -0.8, ., -10.6, 6.3, 3.9, 0.3, 0.8

(further entries)
Dyrk1A ADPGlo | Platelet DG rel | HSF1 inh | HSP90 refold inh | PolyA inh | GSK3B inh | HSF1 activator | AI-2 QS mod | HDAC3 inh | GSK3A inh | molecule
-1.9 | 7.9 | 0.0 | -3.7 | i | -2.1 | -3.5 | 15.3 | 1.1 | -2.4 | COc1ccc(NC(=O)Cn2nnc(C(=O)NCc3ccc(C)cc3)c2N)cc1OC
. | -0.6 | -5.3 | -0.4 | i | 1.6 | 5.0 | 46.2 | 5.3 | -2.8 | CC(C)CNC(=O)COC(=O)CCC(=O)c1ccc(Cl)cc1
6.4 | 2.4 | -2.8 | -0.8 | i | -0.5 | 5.4 | 14.6 | -4.4 | -1.9 | Cc1nc2ccc(-n3ccc(=O)cc3)cc2s1
6.5 | 5.7 | 0.6 | -5.1 | i | -3.3 | 8.1 | -13.3 | -3.9 | -0.6 | CCCS(=O)(=O)N1CCCC(c2nc(-c3cccc(OC)c3)no2)C1 (stereo not given)
2.6 | 0.3 | -5.5 | -1.9 | i | 2.5 | 7.1 | 7.1 | -13.1 | 1.0 | Cc1oncc1-c1cn2ccccc2n1
14.5 | -6.8 | -2.0 | 1.4 | i | -1.4 | 18.3 | 18.3 | 3.7 | -2.0 | COc1ccc(C(=O)NC2CCCc3ccccc32)cc1Br (stereo not given)
4.2 | 12.7 | 12.8 | -3.7 | . | 0.2 | 18.7 | -0.9 | 1.3 | . | Cc1ccccc1NC(=O)CSC1=C(C#N)C(c2ccsc2)CC(=O)N1 (stereo not given)
8.3 | 10.7 | -0.9 | 5.7 | i | 2.2 | -5.7 | -3.2 | 3.2 | -1.9 | COc1ccc(N2CCN(CC(=O)NC(C)c3ccccc3)CC2)cc1 (stereo not given)
-3.9 | -2.2 | -8.5 | 1.8 | i | 0.2 | 16.4 | 20.2 | 0.0 | 0.3 | COc1ccc(C(=O)Nc2ccc(CN3CCCCC3)cc2)cc1
15.0 | 3.2 | -4.7 | 3.0 | i | -3.0 | -8.2 | 25.3 | -9.9 | -0.4 | CCOC(=O)C1CCN(C(=O)c2cnn3c(C)cc(C)nc23)CC1
2.6 | 5.0 | -2.6 | 2.9 | i | 2.6 | -8.0 | 9.0 | . | 1.9 | COc1ccc(NC(=O)NC(c2ccccc2)c2ccccc2)c(OC)c1
3.7 | 5.6 | 1.0 | 0.4 | i | 3.8 | -6.6 | -0.5 | 3.9 | 0.8 | COc1cc(CNc2ccc3[nH]c(=O)[nH]c3c2)ccc1OCc1c(F)cccc1Cl
-8.9 | 35.8 | -4.0 | . | i | -2.2 | -21.5 | 6.6 | 8.3 | -2.9 | CCc1ccc(NC(=O)CSc2nc(=O)n(CCN(C)C)c3c2CCCC3)cc1
-1.3 | 12.2 | 6.8 | 1.8 | i | 3.8 | 37.3 | 24.1 | -3.1 | -4.5 | Cc1ccc(CSc2nc3nc(C)cc(C)c3c(=O)[nH]2)cc1
-7.5 | -16.2 | -8.8 | -2.9 | i | 0.2 | -24.3 | -5.2 | -5.0 | 0.1 | CC(C)OC(=O)CSc1nnc(-c2ccco2)n1N
-1.3 | -4.7 | -2.6 | -2.3 | i | 0.1 | -6.7 | 4.0 | -9.6 | -4.0 | Cc1ccc(C(=O)NCc2ccccn2)o1
. | -2.0 | 5.3 | 0.5 | i | 2.3 | 42.8 | 31.8 | 7.5 | -1.8 | Cn1nc(C(=O)Nc2cccc(C(F)(F)F)c2)c2ccccc2c1=O
-1.0 | -5.0 | -2.9 | 5.9 | i | -2.5 | -3.1 | 31.0 | -0.7 | 4.0 | Cc1c2n(c3ccccc13)CCC2=O
-7.5 | 11.3 | 6.6 | -4.3 | . | 0.0 | 16.8 | 25.7 | -0.2 | 0.6 | O=C(C1CCCN(S(=O)(=O)c2cc(Cl)ccc2Cl)C1)N1CCCC1 (stereo not given)
1.0 | 3.5 | -0.9 | 1.4 | i | 3.1 | 1.4 | 6.6 | 1.3 | -0.8 | COc1cc(/C=C/C(=O)N(Cc2ccccc2)c2ccccn2)cc(OC)c1OC
-0.7 | -9.8 | -11.2 | 0.3 | i | 0.0 | -19.0 | 14.8 | -8.7 | -0.2 | CC(C)(C)c1ccc(/C=C/C(=O)NC2=NCCS2)cc1
4.2 | 3.4 | 5.6 | -4.4 | i | 2.6 | -13.2 | 24.0 | 0.1 | -1.2 | O=C(CNCc1ccc(Cl)cc1)Nc1ccc(C(=O)N2CCCCCC2)cc1
12.3 | 8.2 | -1.4 | -1.3 | i | -1.9 | -8.9 | 21.5 | 3.2 | -0.3 | COc1ccc(C)cc1N(CC(=O)N1CCCCCC1)S(C)(=O)=O
3.1 | 0.4 | -2.9 | -0.6 | i | 0.2 | 10.4 | 24.0 | -9.5 | 4.0 | CC(=O)Nc1nonc1-c1nc2ccccc2n1CCC#N
14.6 | 6.3 | -1.4 | 2.3 | i | 0.2 | 7.0 | 2.0 | 3.6 | 0.5 | CC(=O)Oc1cc(O)c2c(c1)OC(c1ccc(OC(C)=O)c(OC(C)=O)c1)C(OC(C)=O)C2=O (stereo not given)

Some of the compounds tested; rates above refer to the full screens.
